Screens (PubChem)
HTR2A ag = activates the mouse 5-HT2A serotonin receptor | P35363 | CHO-K1 mHTR2A beta-arrestin complementation, luminescence; percent of 30 µM serotonin response | activation, % at 7.6 µM | 0.66% of 360,000 active | AID 624169;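 active = activation above a run cutoff, the mean activation of all tested compounds plus 3 SD, cut at about 14% in these data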;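 note: 0% = plate median of compound wells and 100% = 30 µM serotonin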
Exocytosis inh = blocks lytic granule exocytosis | TALL-104 LAMP-1 surface exposure, flow cytometry; cells stimulated with thapsigargin and PMA | inhibition, % at 10 µM | 0.66% of 360,000 active | AID 651702;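 active = inhibition above about 55%, limit read from the data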
Cardio protect = myocardial damage modulation in H9c2 cells. H9c2 cardiomyocytes, H2O2 injury protection, ATPLite, 2 h. protection from H2O2 cell death, % at 20 µM. 0.63% of 360,000 active;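 active = compounds giving at least 50% protection of heart cells from peroxide-induced death in the single-dose screen, raw or plate-pattern-corrected value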;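 note: 0% = DMSO wells with peroxide and 100% = DMSO wells without peroxide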
MC4R antagonist = blocks human MC4R cAMP signaling. inhibition, % at 6.5 µM. 0.48% of 360,000 active. P32245. AID 540295. MC4R-expressing cells, MTII-stimulated cAMP, LANCE TR-FRET;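 active = inhibition above its plate's cutoff, the mean of tested wells on that plate plus 3 SD, cut at about 29% in these data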;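 note: 0% = Melanotan II alone and 100% = Melanotan II plus saturating MCL0020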
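Test system: U2OS cells stably expressing human melanocortin 4 receptor (MC4R); also added: Melanotan II challenge; compound: 6.5 µM single dose; timing: 30-min compound preincubation, 1-h Melanotan II challenge, 1-h detection, room temperature; signal: Eu-cAMP/anti-cAMP TR-FRET, emission 671 nm; repeats: one well per compound, no replicates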
MC4R barr agon = agonists of human melanocortin 4 receptor (MC4R) beta-arrestin; P32245; U2OS MC4R beta-arrestin complementation, luminescence; percent of melanotan II response, DMSO zero; activation, % at 8.9 µM; 0.98% of 360,000 active; AID 540308;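 active = activation above a per-plate cutoff, the mean activation of sample wells on that plate plus 3 SD, cut at about 8% in these data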
aDG glyco up = alpha-DG glycosylation activation; activation, % at 10 µM; Pro5-aDG cells, alpha-DG glycosylation AlphaScreen (IIH6); 0% Pro5, 100% B10-LARGE cell signal; 0.22% of 360,000 active;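 active = activation of at least 8% versus controls, or a plate z-score of at least 8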;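 note: Pro5 are CHO cells carrying HIG-tagged alpha-DG that lacks glycosylation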
iPSC survival up = hiPSC single-cell survival enhancement. survival enhancement, % at 20 µM. 0.044% of 360,000 active. ATPlite luminescence; 100% = ROCK inhibitor wells, 0% = DMSO; in the data active = survival enhancement above about 18%;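 note: cells exposed to compounds for 16 hours before the ATP read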
N-glyco inh = N-linked glycosylation inhibition; 0.23% of 360,000 active; D54 ERlucT glycosylation luciferase reporter, 24 h; percent of 100 nM tunicamycin response; reporter increase, % at 12.5 µM;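 active = mean luciferase reporter signal, scaled so untreated is 0 and the glycosylation-blocking control 100, at or above a set limit in every replicate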;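 note: luciferase carries N-glycosylation sites so blocking glycosylation raises the light; 0% = median of neutral control wells and 100% = median of 100 nM tunicamycin wells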
ABHD5 PLIN5 PPI = ABHD5-PLIN5 protein interaction inhibition; Q00G26+Q8WTS1; Split G. princeps luciferase complementation, luminescence, 4 h; inhibition, % at 4 µM; 0.78% of 360,000 active; AID 602281;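 active = inhibition above the mean inhibition across every tested compound plus 3 SD, cut at about 22% in these data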;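 note: 0% = DMSO only wells and the 100% control is not disclosed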
Target sequence (Q00G26 whole entry, looked up): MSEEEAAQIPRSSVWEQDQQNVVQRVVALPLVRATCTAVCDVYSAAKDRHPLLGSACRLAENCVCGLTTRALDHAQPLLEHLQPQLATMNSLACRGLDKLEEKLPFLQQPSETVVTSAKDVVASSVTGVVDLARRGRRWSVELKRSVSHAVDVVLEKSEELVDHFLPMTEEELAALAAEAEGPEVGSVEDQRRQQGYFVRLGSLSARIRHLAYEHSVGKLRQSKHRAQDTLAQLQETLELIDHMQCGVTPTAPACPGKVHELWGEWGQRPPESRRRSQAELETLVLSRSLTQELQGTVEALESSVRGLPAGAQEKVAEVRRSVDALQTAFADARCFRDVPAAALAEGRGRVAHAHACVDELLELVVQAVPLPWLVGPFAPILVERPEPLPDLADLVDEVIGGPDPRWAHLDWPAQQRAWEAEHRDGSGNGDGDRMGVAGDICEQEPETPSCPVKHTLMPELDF
Target sequence (Q8WTS1 whole entry, looked up): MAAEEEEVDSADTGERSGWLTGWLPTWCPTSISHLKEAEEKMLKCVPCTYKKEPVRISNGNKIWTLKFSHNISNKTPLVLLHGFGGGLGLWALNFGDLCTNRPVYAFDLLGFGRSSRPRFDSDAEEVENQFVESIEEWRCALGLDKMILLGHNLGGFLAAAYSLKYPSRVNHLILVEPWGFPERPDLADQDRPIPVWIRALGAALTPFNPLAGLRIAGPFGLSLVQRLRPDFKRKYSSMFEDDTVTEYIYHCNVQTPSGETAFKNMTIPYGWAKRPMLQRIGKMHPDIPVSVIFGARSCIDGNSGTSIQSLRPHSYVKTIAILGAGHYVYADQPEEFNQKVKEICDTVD
ABCB6 inh MLPCN = human ABCB6 transporter inhibition; K562-ABCB6 porphyrin accumulation, flow cytometry, 1 h; hits give low values; AID 602162; fluorescence ratio to DMSO, % at 10 µM; 0.19% of 360,000 active; Q9NP58;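 active = fluorescence ratio to DMSO below 75%, the collection mean minus 3 SD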;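 note: signal is porphyrin accumulated inside mitochondria; 100% equals median channel fluorescence of DMSO control wells; lower ratio means ABCB6 inhibition with less porphyrin fluorescence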
Numbers without * were called inactive. No enrichment for hits; any-hit rate near 4.5%.

SMILES	HTR2A ag	Exocytosis inh	Cardio protect	MC4R antagonist	MC4R barr agon	aDG glyco up	iPSC survival up	N-glyco inh	ABHD5 PLIN5 PPI	ABCB6 inh MLPCN
O=C(c1ccc(CS(=O)Cc2ccc(Cl)cc2)o1)N1CCN(c2ccccn2)CC1 (stereo not drawn)	6	1	8	12	-2.0	0.1	-0.5	2	-6	97
O=C(c1cccc(C(F)(F)F)c1)C1CCCN(C(=O)CCn2cnnn2)C1 (stereo not drawn)	4	-4	-3	3	-1.9	-0.1	0.4	4	0	95
Cc1ccc(/C=N/N2CCN(Cc3ccc(Cl)cc3)CC2)o1	-2	20	-3	1	-0.6	-0.1	-2.3	1	21	109
O=C(CN1C(=O)C2C3c4ccccc4C(c4ccccc43)C2C1=O)Nc1ccccc1C(=O)O (stereo not drawn)	-3	-5	12	9	-0.9	0.6	0.3	1	-4	97
C/C(O)=C\c1nc2ccccc2oc1=O	-4	0	-19	4	0.3	1.4	5.8	-1	-8	108
CC(C)c1ccc(/C=N/NC(=O)c2nnn(-c3nonc3N)c2CSC2=NCCS2)cc1	-4	1	-11	11	-1.6	0.4	0.5	0	-12	102
COc1c(Cl)cc(C(=O)Nc2ccc(Cl)cn2)cc1Cl	-6	-3	2	0	11*	0.0	-3.3	-2	-1	105
NC(=O)/C=C\c1cn(-c2ccccc2)nc1-c1ccc2c(c1)OCCO2	3	8	38	3	0.5	-0.5	1.1	1	10	100
COc1ccc(S(=O)(=O)Nc2nnc(C(C)C)s2)cc1	4	1	-8	6	0.4	0.0	-0.1	0	2	100
Cn1cc(NC(=O)Nc2ccc(C(F)(F)F)cc2)c(C(F)(F)F)n1	1	4	-2	-1	-0.6	0.1	0.5	-1	-6	102
C#CCOCCOCCOCCNc1nc(N2CCOCC2)nc(N2CCN(C(=O)[C@H](CCCCN)n3cc([C@@H](N)CO)nn3)CC2)n1	-9	-1	5	9	-1.3	-0.2	8.0	-1	2	101
N#Cc1c(C(F)(F)F)cc(-c2ccco2)nc1SCc1ccncc1	0	3	-10	7	1.4	0.5	-1.2	8	4	109
O=C(CSc1nnc(-c2ccncc2)n1Cc1ccco1)N1c2ccccc2Sc2ccc(Cl)cc21	0	11	6	7	-0.2	0.2	-2.3	-1	12	105
O=C(NCCCSc1ccccc1)c1cc(Cl)ccc1O	-3	6	-14	-4	-2.4	1.9	-0.1	-2	-4	95
COC(=O)c1ccc(NC(=S)N2CCN(Cc3cccc(C)c3)CC2)cc1	-6	-2	-6	-1	1.3	0.4	-1.6	-1	-8	92
O=C(c1cccc2ccccc12)C1CCCN(C(=O)CCc2cnccn2)C1 (stereo not drawn)	-2	-1	-1	9	-0.6	0.0	-0.6	0	2	101
CCCNC(=O)C1(C)CCCN(Cc2ccc3ccccc3c2)C1 (stereo not drawn)	0	-2	-7	-2	-1.3	0.0	-0.8	-3	4	97
CC(C)c1ccccc1NC(=O)COc1ccc(C(=O)NCCc2ccccc2)cc1	-3	-5	-5	13	0.9	0.2	-1.4	0	4	98
CCN1CCN(c2ccc(S(=O)(=O)N3CCOCC3)cc2NC(=O)c2ccc(F)cc2Cl)CC1	11	-12	-1	13	-0.1	0.0	0.3	-1	-1	95
O=C(COc1ccc(Br)cc1CO)Nc1ccccc1	-8	-6	0	-1	-2.4	0.3	1.4	0	-3	96
O=C(CSc1n[nH]c(-c2ccco2)n1)Nc1ccccc1	0	1	4	-2	-1.1	0.5	-0.4	2	-2	96
NC(=O)c1ccccc1OCC(=O)NS(=O)(=O)c1ccccc1	-1	-1	2	-3	0.6	-0.2	0.6	3	8	108
O=C1CCc2cc(S(=O)(=O)Nc3ccc(C(F)(F)F)cc3)cc3c2N1CC3	12	3	-2	1	0.5	-0.3	0.3	1	-2	99
O=C(CN1C(=O)NC(CCc2ccccc2)C1=O)N1CCCCCC1 (stereo not drawn)	-2	6	9	0	0.0	0.4	-1.3	3	-1	95
CCOC(=O)C1CCCN(C(=O)c2cccc(S(=O)(=O)N3CCOCC3)c2)C1 (stereo not drawn)	-3	3	-6	-3	-0.8	0.2	0.3	0	-5	102
CCCCN(C(=O)c1cc(S(=O)(=O)N2CCCCC2)ccc1Cl)c1c(N)n(CCC)c(=O)[nH]c1=O	8	6	16	12	1.2	-0.1	-0.5	-2	-7	102
COc1cccc(C(=O)N(C)C(C)c2nc3ccccc3s2)c1 (stereo not drawn)	-3	1	-2	0	1.0	0.1	0.1	-2	5	96
O=[N+]([O-])c1ccc(COc2ncnc3ccccc23)cc1	1	0	5	9	-2.4	0.1	0.7	0	4	98
COc1ccc(Cl)cc1C(=O)OCC(=O)N(C)CC(=O)Nc1ccc(F)cc1	-6	9	-2	-1	1.0	0.1	-0.2	-1	-7	101
CCCCCCCCC(=O)N1CCN(c2cc3c(cc2F)c(=O)c(C(=O)O)cn3CC)CC1	2	-12	2	9	-1.0	0.1	-0.3	1	3	92
COc1cc2[nH]c3c(=O)n(CCN4CCOCC4)cnc3c2cc1OC	2	0	9	-1	-0.1	0.0	0.7	1	1	96
Cc1ccc(OCCC(=O)N(CCC(C)C)c2c(N)n(Cc3ccccc3)c(=O)[nH]c2=O)cc1	-6	-4	-4	-1	-1.3	-0.1	-0.2	0	-6	103
O=C(Oc1ccccc1)c1ccc(-n2cnnn2)cc1	-3	-1	7	13	3.1	0.5	2.9	-1	8	90
CCOc1ccc(C(=O)OCC(=O)N(Cc2ccccc2)Cc2ccccc2)cc1OC	-8	2	-1	14	-1.9	0.4	-0.2	1	-11	99
Cc1cc(=O)cc(C)n1-c1ccc(Cl)cc1	3	0	3	-1	0.5	0.1	0.1	2	3	98
CC(C)N1C(=O)CCC1C(=O)NCCc1ccccc1 (stereo not drawn)	0	3	-3	-5	-2.0	-0.1	-1.8	-1	-3	98
CCOc1ncccc1C(=O)Nc1cc(C(F)(F)F)ccc1N1CCOCC1	2	4	7	-1	-0.1	0.8	-0.7	0	5	104
COCCCNC(=S)N1CCN(c2nc(-c3ccc(F)cc3)cs2)CC1	-2	12	-12	0	-0.8	0.3	0.6	-2	0	97
Cc1ccnc(Nc2nc(-c3ccccc3)cs2)c1	-2	2	-14	-9	1.1	0.0	-0.3	-9	-9	91
CC1(c2cccc3ccccc23)OC(=O)c2ccccc21 (stereo not drawn)	-2	12	-6	2	-1.0	0.0	0.2	1	1	96

Arranged by value in ABHD5 PLIN5 PPI (falling): some entries from above.
| Structure | HTR2A ag | Exocytosis inh | MC4R antagonist | MC4R barr agon | aDG glyco up | N-glyco inh | ABHD5 PLIN5 PPI | ABCB6 inh MLPCN |
| --- | --- | --- | --- | --- | --- | --- | --- | --- |
| Cc1cc(=O)cc(C)n1-c1ccc(Cl)cc1 | 3 | 0 | -1 | 0.5 | 0.1 | 2 | 3 | 98 |
| Cc1ccc(OCCC(=O)N(CCC(C)C)c2c(N)n(Cc3ccccc3)c(=O)[nH]c2=O)cc1 | -6 | -4 | -1 | -1.3 | -0.1 | 0 | -6 | 103 |
| CCOc1ccc(C(=O)OCC(=O)N(Cc2ccccc2)Cc2ccccc2)cc1OC | -8 | 2 | 14 | -1.9 | 0.4 | 1 | -11 | 99 |

More records:
SMILES	HTR2A ag	Exocytosis inh	Cardio protect	MC4R antagonist	MC4R barr agon	aDG glyco up	iPSC survival up	N-glyco inh	ABHD5 PLIN5 PPI	ABCB6 inh MLPCN
CC1CCCCC12NC(=O)N(CC(=O)c1ccc[nH]1)C2=O (stereo not drawn)	3	-1	3	1	-3.0	0.0	0.3	2	2	94
Cn1c(C(O)c2ccc3c(c2)OCO3)nc2ccccc21 (stereo not drawn)	13	-2	-7	14	-0.4	-0.4	-3.5	-1	2	100
CC1CN(C(=O)CSc2nnc(-c3ccccc3)o2)CC(C)O1 (stereo not drawn)	4	-3	-3	-9	1.4	-0.1	-0.4	-1	-3	92
Cc1ccc(NCN2C(=O)C3CC=CCC3C2=O)cc1 (stereo not drawn)	1	0	-7	2	0.0	-0.1	4.3	-2	-3	94
Cc1nn(-c2ccccc2)c(C)c1CN(C)C(=O)c1ccc(S(=O)(=O)NCc2ccco2)cc1	-1	-3	11	-2	-0.4	0.1	0.8	1	6	98
CC(=O)NCCn1c(SCC(=O)c2ccccc2)nc2ccccc2c1=O	-7	2	-1	-6	2.5	0.4	6.3	0	-1	95
CC1=C(C(N)=O)C(c2ccccc2)n2nc(-c3cccs3)nc2N1 (stereo not drawn)	2	-2	0	6	-1.0	0.1	9.3	-1	0	103
Cc1ccc(NC(=O)CCNS(=O)(=O)c2ccc3c(c2)oc(=O)n3C)c(C)c1	-4	3	3	6	-1.2	-0.2	2.7	1	-5	99
Cc1ccc(Cl)cc1NC(=O)C(=O)N1CCCCC1	-2	0	5	2	-2.3	-0.1	0.2	2	3	100
COCCNC(=S)Nc1ccc(N2CCOCC2)c(S(=O)(=O)Nc2ccc(Cl)cc2)c1	7	2	-20	8	1.0	-0.1	-3.6	-7	-4	80
O=C(CSc1nnc(-c2ccccn2)n1Cc1ccccc1)N1CCOCC1	1	-4	4	3	-2.2	0.1	0.4	2	-2	102
Cc1ccc(S(=O)(=O)NC(=O)NCc2ccc(F)cc2)cc1	1	5	4	14	-1.6	-0.5	0.2	1	-3	107
O=C(c1ccco1)N1N=C(c2ccncc2)CC1(O)C(F)(F)F (stereo not drawn)	9	3	3	10	1.7	-0.1	-0.9	0	7	95
O=C(COC(=O)Cc1ccc(F)cc1)NCc1ccco1	-2	-10	1	6	1.1	0.4	-1.3	1	0	93
O=S1(=O)CC2N=C(N(Cc3ccc(F)cc3Cl)c3ccccc3F)SC2C1 (stereo not drawn)	2	6	-4	1	1.9	-0.3	-1.3	-2	-3	98
COc1ccc(OC)c(NS(=O)(=O)c2ccc(NC(C)=O)cc2)c1	2	3	-6	7	-0.6	0.3	1.6	4	1	96
O=C(O)CC(NC(=O)CCC1CCCCC1)c1cc([N+](=O)[O-])ccc1Cl (stereo not drawn)	-1	-1	15	11	-0.3	0.0	-0.4	0	4	105
COc1cccc(C(=O)N2CCOCC2)c1	-2	0	3	7	1.3	0.0	6.2	3	-3	95
CNC(=O)c1ccsc1NC(=O)c1sc2ccccc2c1Cl	2	-9	-5	9	1.8	-0.2	-2.0	4	6	97
CCOC(=O)CSc1nnc(-c2cccnc2)n1C	4	-5	-7	15	0.8	-0.2	-0.8	-1	-6	92
COc1cccc(CN(C)C(=O)c2cccc(S(=O)(=O)N3CCN(Cc4ccccc4)CC3)c2)c1OC	3	6	-13	19	-4.0	0.5	-0.6	-4	-7	89
O=C(CC1SC(=NCC2CCCO2)NC1=O)Nc1cc([N+](=O)[O-])ccc1Cl (stereo not drawn)	-1	2	3	16	-1.6	0.0	2.9	0	-1	95
COc1cccc(/C=C/C2=CC(C)(C)NC(=S)N2)c1	1	-4	-10	29*	-1.8	0.5	-1.3	3	-4	102
CCCCC(CC)C(=O)Nc1ccccc1C#N (stereo not drawn)	-1	44	-5	-2	-0.8	-0.2	-1.0	0	-10	103
Cc1cc(-c2ccc(C(C)C)c(S(=O)(=O)Nc3ccccn3)c2)on1	1	-2	0	-1	-1.0	-0.1	0.5	2	0	101
O=C(c1ccc(=O)[nH]n1)N1CCN(S(=O)(=O)c2ccc3ccccc3c2)CC1	3	-3	-2	-7	4.0	2.1	-0.3	3	0	97
